# Screening data from PubChem BioAssay.
# GASC1 inh – KDM4C (human) demethylase inhibition; GST-KDM4C 2-372, H3K9me3 peptide, LANCE TR-FRET; inhibition, % at 12.5 µM; hit rate 0.15% among 96,000; AID 720574;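 active = mean replicate inhibition above about 25%, with at least 55% of replicates also reaching it, limit read from the data, passing the limit was not always enough; inconclusive = only one of those two conditions met; inactive = neither condition met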
# Target sequence (Q9H3R0 2-372 limits assumed): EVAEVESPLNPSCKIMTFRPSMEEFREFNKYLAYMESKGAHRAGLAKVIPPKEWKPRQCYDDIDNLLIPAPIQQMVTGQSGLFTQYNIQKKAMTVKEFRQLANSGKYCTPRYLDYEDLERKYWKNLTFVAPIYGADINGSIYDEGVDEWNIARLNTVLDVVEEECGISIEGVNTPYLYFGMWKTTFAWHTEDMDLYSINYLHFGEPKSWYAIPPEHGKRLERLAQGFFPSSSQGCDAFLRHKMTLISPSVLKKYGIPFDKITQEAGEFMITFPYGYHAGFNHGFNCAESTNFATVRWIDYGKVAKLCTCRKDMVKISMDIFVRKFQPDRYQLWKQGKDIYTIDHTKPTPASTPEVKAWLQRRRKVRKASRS
#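 Compound: one test concentration per compound; Material: GST-GASC-1 enzyme fragment 2-372; Amount: GASC-1 enzyme at 10 nM final in reaction; Also added: H3K9me3 peptide substrate, Fe(II), 2-oxoglutarate; Technique: LANCE TR-FRET; Times: 30 min demethylation and 1 h detection at room temperature.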
# Pf Dd2 inh – blocks growth of Plasmodium falciparum Dd2 parasites | P. falciparum Dd2 growth, SYBR Green, 72 h; stronger effect = lower value | activity change, % at 10 µM | hit rate 2.3% among 94,000 | AID 1159554; in the data active = activity change below about -80%; inconclusive = no clear call, values can overlap the other calls
# C diff growth – inhibitors of Clostridium difficile growth; Clostridium difficile clinical isolate growth, OD600, 24 h; stronger effect = lower value; growth activity, negative = inhibition, % at 16 µg/mL (by protocol); hit rate 0.25% among 86,000; AID 1259249;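 active = mean growth activity at or below -80% and every replicate also at or below -80%; inconclusive = mean at or below -80% but some replicate above -80%; inactive = mean growth activity above -80%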;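 note: 0% = DMSO wells and -100% = levofloxacin 16 µg/mL wells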
# T cruzi growth – T. cruzi proliferation inhibition. T. cruzi beta-gal in NIH3T3, GalScreen luminescence, 90 h. inhibition, % at 8.34 µM. hit rate 5.9% among 77,000;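 active = mean inhibition above about 93%, with at least 55% of replicates each passing it, limit read from the data, passing the limit was not always enough; inconclusive = only one of those two conditions holds; inactive = neither condition holds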
# * = called active by the depositor; ? = inconclusive; . = not tested or not shown; & = joins results of further samples.
SMILES,GASC1 inh,Pf Dd2 inh,C diff growth,T cruzi growth
O=C(Nc1ccccc1)N1CCCCN2[C@H](CO)[C@H](c3ccc(Br)cc3)[C@@H]2C1,-1.2,28,15,56
COc1ccc(NC(=O)N(C)C[C@@H]2OCCCC[C@H](C)Oc3ccc(NC(=O)c4ccccc4)cc3C(=O)N([C@H](C)CO)C[C@H]2C)cc1,-0.3,-41,3,50
C[C@@H]1CN([C@@H](C)CO)C(=O)c2cc(NC(=O)CCC(F)(F)F)ccc2O[C@@H](C)CCCCO[C@H]1CN(C)Cc1ccccc1,1.1,-50,-1,59
O=C(C[C@@H]1C[C@H]2c3cc(NC(=O)NC4CCCC4)ccc3O[C@H]2[C@H](CO)O1)NCCN1CCCCC1,-0.2,21,1,8
COc1ccc(NC(=O)N(C)C[C@H]2OCCCC[C@H](C)Oc3ccc(NC(=O)Nc4ccc(C(F)(F)F)cc4)cc3C(=O)N([C@@H](C)CO)C[C@@H]2C)cc1,-0.3,-39,7,110*
COCC(=O)Nc1ccc2c(c1)OC[C@@H](C)N(C(=O)COC)C[C@@H](C)[C@@H](OC)CN(C)C2=O,?,23,.,.
C[C@H](CO)N1C[C@H](C)[C@@H](CN(C)CC2CCCCC2)Oc2c(NS(=O)(=O)c3ccccc3)cccc2C1=O,0.9,8,-1,66
Cc1ccc(S(=O)(=O)Nc2ccc3c(c2)C(=O)N(C)[C@@H]2CC[C@@H](CC(=O)NCCc4ccncc4)O[C@@H]2CO3)cc1,0.1,9,-6,-56
COc1cccc(S(=O)(=O)N(C)C[C@@H]2Oc3ncc(-c4ccccc4)cc3C(=O)N([C@H](C)CO)C[C@@H]2C)c1,8.1,-59,-2,.
C[C@@H]1CN([C@H](C)CO)C(=O)c2c(c3ccccc3n2C)-c2ccccc2CO[C@H]1CN(C)C(=O)Nc1cccc(F)c1,-0.6,-14,.,-6

# A few values from above.
# T cruzi growth with `C[C@@H]1CN([C@H](C)CO)C(=O)c2c(c3ccccc3n2C)-c2ccccc2CO[C@H]1CN(C)C(=O)Nc1cccc(F)c1` reads -6
# C diff growth with `COc1ccc(NC(=O)N(C)C[C@@H]2OCCCC[C@H](C)Oc3ccc(NC(=O)c4ccccc4)cc3C(=O)N([C@H](C)CO)C[C@H]2C)cc1` reads 3
# Pf Dd2 inh with `O=C(C[C@@H]1C[C@H]2c3cc(NC(=O)NC4CCCC4)ccc3O[C@H]2[C@H](CO)O1)NCCN1CCCCC1` reads 21

# The list goes on:
SMILES,GASC1 inh,Pf Dd2 inh,C diff growth,T cruzi growth
COc1ccc2c3c([nH]c2c1)[C@H](CO)N(S(=O)(=O)c1ccc(C)cc1)CC31CN(C(=O)Cc2cccnc2)C1,-1.6,-77,1,.
O=C(C[C@H]1CC[C@@H](NC(=O)c2ccncc2)[C@@H](CO)O1)NCC1CC1,-1.1,.,1,.
Cc1ccccc1S(=O)(=O)N[C@H]1CC[C@H](CCn2cc(-c3ccccc3)nn2)O[C@@H]1CO,0.6,12,-1,8
COC(=O)C[C@@H]1CC[C@@H]2[C@H](COc3ccc(NS(=O)(=O)c4ccccc4F)cc3C(=O)N2C)O1,-1.2,3,3,27
C[C@@H]1CN([C@H](C)CO)C(=O)c2cccc(NS(=O)(=O)c3ccccc3)c2O[C@@H]1CN(C)S(C)(=O)=O,0.3,4,-1,0
O=C(c1cnccn1)N1CC(=O)N2[C@@H](CO)[C@H](c3ccc(/C=C/c4ccccc4)cc3)[C@@H]2C1,-1.8,-67,-5,.
O=C(C[C@@H]1CC[C@@H](NC(=O)C2CC2)[C@H](CO)O1)Nc1ccccc1,-0.9,10,1,22
C[C@@H]1CN([C@@H](C)CO)S(=O)(=O)c2ccc(C3=CCCC3)cc2O[C@H]1CN(C)Cc1ccccn1,-0.2,-2,-1,.
COc1ccc(-c2cnc3c(c2)C(=O)N([C@@H](C)CO)C[C@@H](C)[C@@H](CN(C)C(=O)C2CC2)O3)cc1,-1.4,-7,0,-179
C[C@@H]1CCCCO[C@@H](CN(C)Cc2ccccc2)[C@H](C)CN([C@@H](C)CO)C(=O)c2cc(NC(=O)NC3CCCCC3)ccc2O1,-1.9,-46,-2,-112
C[C@H](CO)N1C[C@H](C)[C@@H](CN(C)Cc2ccc3c(c2)OCO3)Oc2ccc(N(C)C)cc2C1=O,4.8,-4,-1,74
CO[C@@H]1CN(C)C(=O)c2cc(NC(=O)NC3CCCCC3)ccc2OC[C@H](C)N(C(C)=O)C[C@H]1C,0.0,27,-6,1
C[C@H]1CCCCO[C@H](CN(C)Cc2ccc(Cl)c(Cl)c2)[C@@H](C)CN([C@@H](C)CO)C(=O)c2cc(NC(=O)NC3CCCCC3)ccc2O1,0.2,-32,-3,80
C[C@H](CO)N1C[C@H](C)[C@H](CN(C)S(=O)(=O)c2ccc(Cl)cc2)Oc2ccc(NC(=O)CCCN(C)C)cc2C1=O,2.0,6,-8,-47
CN1C(=O)c2cc(NC(=O)Nc3ccc(F)cc3)ccc2OC[C@H]2O[C@@H](CC(=O)NC3CCC3)CC[C@@H]21,2.3,8,-2,28
CCC(=O)N1[C@@H](CO)[C@H](c2ccccc2)C12CN(C(=O)c1cnccn1)C2,-0.2,-4,0,.
COc1cccc(S(=O)(=O)N(C)C[C@@H]2Oc3cc(C4=CCCC4)ccc3S(=O)(=O)N([C@H](C)CO)C[C@@H]2C)c1,-0.4,-68,8,107*
CCC(=O)N1C[C@H](C)[C@@H](OC)CN(C)C(=O)c2cc(NC(=O)c3ccccc3)ccc2OC[C@@H]1C,0.5,-9,.,16
C[C@@H]1CN([C@H](C)CO)C(=O)c2ccccc2-c2ccccc2CO[C@H]1CN(C)C(=O)Cc1ccccc1,1.2,22,2,78
C[C@H](CO)N1C[C@H](C)[C@@H](CN(C)Cc2ccc(Oc3ccccc3)cc2)Oc2cc(Br)ccc2S1(=O)=O,0.4,-49,24,.
C[C@@H]1CN([C@H](C)CO)C(=O)c2cc(N(C)C)ccc2O[C@@H](C)CCCCO[C@H]1CN(C)C(=O)Nc1ccc2c(c1)OCO2,3.5,-24,2,34
O=C(Nc1ccc(F)cc1)N1C[C@@H]2[C@H](c3ccccc31)[C@H](CO)N2Cc1ccccc1Cl,-1.2,-16,21,58
CC(C)NC(=O)Nc1ccc2c(c1)CC(=O)N([C@@H](C)CO)C[C@H](C)[C@@H](CN(C)Cc1ccc3c(c1)OCO3)O2,0.1,-28,-1,-33
C[C@H](CO)N1C[C@H](C)[C@@H](CN(C)Cc2ccc3c(c2)OCO3)Oc2ccc(NC(=O)Cc3ccccc3)cc2CC1=O,11,-42,-3,90
C[C@@H]1CN([C@H](C)CO)C(=O)c2cc(NS(=O)(=O)c3ccc(F)cc3)ccc2O[C@@H](C)CCCCO[C@H]1CN(C)S(=O)(=O)c1ccccc1,-0.9,-45,-21,.
O=C(NCC[C@@H]1CC[C@@H](NC(=O)c2cccnc2)[C@@H](CO)O1)Nc1ccc(Cl)cc1,0.8,4,2,13
C[C@H]1CN([C@@H](C)CO)C(=O)c2cccc(NC(=O)Nc3ccc(F)cc3)c2O[C@@H]1CN(C)C(=O)Nc1ccc2c(c1)OCO2,-0.1,5,3,93
CC(C)CC#Cc1cnc2c(c1)C(=O)N([C@H](C)CO)C[C@H](C)[C@H](CN(C)Cc1ccccc1F)O2,-2.6,-19,14,56
CCCNC(=O)N(C)C[C@H]1Oc2cc(-c3ccccc3F)ccc2S(=O)(=O)N([C@H](C)CO)C[C@@H]1C,15,10,2,.
O=C(C[C@H]1CC[C@@H](NS(=O)(=O)c2ccc(F)cc2)[C@@H](CO)O1)N1CCC(Cc2ccccc2)CC1,1.8,14,1,-52

# Shown with bars between the fields: entries from further up
SMILES | GASC1 inh | Pf Dd2 inh | C diff growth | T cruzi growth
C[C@@H]1CN([C@H](C)CO)C(=O)c2cc(NS(=O)(=O)c3ccc(F)cc3)ccc2O[C@@H](C)CCCCO[C@H]1CN(C)S(=O)(=O)c1ccccc1 | -0.9 | -45 | -21 | .
O=C(NCC[C@@H]1CC[C@@H](NC(=O)c2cccnc2)[C@@H](CO)O1)Nc1ccc(Cl)cc1 | 0.8 | 4 | 2 | 13
C[C@H]1CN([C@@H](C)CO)C(=O)c2cccc(NC(=O)Nc3ccc(F)cc3)c2O[C@@H]1CN(C)C(=O)Nc1ccc2c(c1)OCO2 | -0.1 | 5 | 3 | 93
CC(C)CC#Cc1cnc2c(c1)C(=O)N([C@H](C)CO)C[C@H](C)[C@H](CN(C)Cc1ccccc1F)O2 | -2.6 | -19 | 14 | 56

# The listing picks up; the 4 compounds before the break are reprinted first.
SMILES,GASC1 inh,Pf Dd2 inh,C diff growth,T cruzi growth
C[C@H]1CN([C@@H](C)CO)C(=O)c2cccc(NC(=O)Nc3ccc(F)cc3)c2O[C@@H]1CN(C)C(=O)Nc1ccc2c(c1)OCO2,-0.1,5,3,93
CC(C)CC#Cc1cnc2c(c1)C(=O)N([C@H](C)CO)C[C@H](C)[C@H](CN(C)Cc1ccccc1F)O2,-2.6,-19,14,56
CCCNC(=O)N(C)C[C@H]1Oc2cc(-c3ccccc3F)ccc2S(=O)(=O)N([C@H](C)CO)C[C@@H]1C,15,10,2,.
O=C(C[C@H]1CC[C@@H](NS(=O)(=O)c2ccc(F)cc2)[C@@H](CO)O1)N1CCC(Cc2ccccc2)CC1,1.8,14,1,-52
C/C=C/c1cnc2c(c1)C(=O)N([C@H](C)CO)C[C@H](C)[C@@H](CN(C)Cc1cccc(C(=O)O)c1)O2,1.0,9,-8,.
C[C@@H]1CN([C@H](C)CO)C(=O)Cc2cc(NC(=O)CCC(F)(F)F)ccc2O[C@H]1CN(C)S(C)(=O)=O,-2.1,-5,3,12
CCCC(=O)Nc1ccc2c(c1)C(=O)N(C)C[C@@H](OC)[C@H](C)CN(C(C)=O)[C@@H](C)CO2,-0.2,18,-1,-7
CN(C)C(=O)c1cccc(-c2ccc([C@H]3[C@H](CO)N4CCCCN(CCC(F)(F)F)C[C@@H]34)cc2)c1,-0.1,-20,4,105*
COCC(=O)N(C)C[C@@H]1Oc2cc(C#CC3CC3)ccc2S(=O)(=O)N([C@@H](C)CO)C[C@H]1C,-1.5,-27,3,-30
CCCNC(=O)C[C@@H]1CC[C@H]2[C@@H](COC[C@H](O)CN2C(=O)C2CCOCC2)O1,0.3,5,.,20
C[C@@H]1CN([C@@H](C)CO)C(=O)c2cc(NC(=O)Nc3ccccc3)ccc2O[C@@H](C)CCCCO[C@@H]1CN(C)C,0.2,-37,-2,36
Cc1ccc(S(=O)(=O)Nc2ccc3c(c2)C(=O)N([C@@H](C)CO)C[C@@H](C)[C@H](CN(C)Cc2ccccc2)O3)cc1,0.8,11,6,32
CC(=O)NC[C@H]1[C@@H](c2ccc(C3=CCCC3)cc2)[C@@H](CO)N1C(=O)NC(C)C,-1.0,-2,-5,-5
Cc1ccc(S(=O)(=O)N(C)C[C@H]2OCCCC[C@H](C)Oc3ccc(NS(=O)(=O)c4ccc(Cl)cc4)cc3C(=O)N([C@@H](C)CO)C[C@@H]2C)cc1,0.5,-59,4,93*
COc1ccccc1-c1ccc2c(c1)O[C@H](CN(C)C(=O)Nc1ccccc1)[C@H](C)CN([C@H](C)CO)S2(=O)=O,-4.7,-12,3,50
Cc1ccccc1-c1ccc(C2[C@H]3CNC[C@@H]2N3S(=O)(=O)c2ccccc2C)cc1 (stereo partly specified),-3.4&-3.6,6&-44,51&50,.
C[C@@H]1CCCCO[C@H](CN(C)CC2CC2)[C@H](C)CN([C@@H](C)CO)C(=O)c2cc(NC(=O)c3ccncc3)ccc2O1,0.4,.,0,0
CCNC(=O)C[C@H]1CC[C@H](NC(=O)C2CC2)[C@@H](CO)O1,-1.1,12,.,14
CO[C@H](CN(C)S(=O)(=O)c1ccccc1)[C@@H](C)CN(Cc1ccccc1Cl)[C@@H](C)CO,-1.4,-30,.,32
O=C(c1cccc(F)c1)N1CC(=O)N2[C@H](CO)[C@@H](c3ccc(-c4cccnc4)cc3)[C@@H]2C1,-1.3,-2,-6,.
COc1ccc(S(=O)(=O)N(C)C[C@@H]2Oc3c(NC(=O)C4CCOCC4)cccc3C(=O)N([C@@H](C)CO)C[C@@H]2C)cc1,-0.8,17,.,57
Cc1cccc(S(=O)(=O)N2CCCCN3[C@H](C2)[C@@H](c2ccc(-c4cccnc4)cc2)[C@@H]3CO)c1,-2.4,-78,-2,74
C[C@@H]1CN([C@@H](C)CO)C(=O)Cc2cc(NC(=O)CCC(F)(F)F)ccc2O[C@H]1CN(C)C(=O)NC1CCCCC1,-1.0,-5,-3,21
COc1ccccc1CN1[C@@H]2c3ccc(C4=CCCC4)c(=O)n3C[C@H]1[C@H](CO)[C@H]2C(=O)N(C)C,3.0,.,0,142*
Cc1noc(C)c1S(=O)(=O)N(C)C[C@@H]1Oc2c(NC(=O)C3CCCCC3)cccc2C(=O)N([C@@H](C)CO)C[C@@H]1C,3.1,14,2,29
COc1ccc(-c2cn(CC[C@@H]3CC[C@@H](NC(=O)CCN4CCCCC4)[C@@H](CO)O3)nn2)cc1,-0.3,6,.,-20
C[C@@H]1CN([C@H](C)CO)S(=O)(=O)c2ccc(C3=CCCC3)cc2O[C@H]1CN(C)C(=O)c1ccc(F)cc1,-1.4,-32,-3,.
